IL-2 act = qHTS of IL-2 Activators. IL-2 activation reporter assay, cell-based qHTS; stimulated with anti-CD3/CD4/CD28 beads; in transgenic mouse T cells. hit rate 0.065% among 360,000. activation, % (series mostly up to about 46 µM); in the data active means activation above about 50%; inconclusive means mostly about 30% to 49%; further: 0% is about no effect
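Unstimulated transgenic mouse T cells preincubated 60 min with compound, then stimulated with anti-CD3/anti-CD4-coated beads plus anti-CD28 for 18 h at 37 degrees C. IL-2 response read as EGFP and DsRed fluorescence by plate cytometry.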
TGFb inhibitor = qHTS for Inhibitors of TGF-b; HepG2 CAGA-GFP TGF-b/SMAD3 reporter, GFP fluorescence, 18 h; TGF-beta stimulated, 500 pg/mL final; Potency, µM (doses to about 46.1 µM), without a hit: at the highest dose activity, negative = inhibition, actives largely listed as inhibitors; hit rate 1.2% among 410,000; AID 588855, 2011; further: potency means the concentration at half of the fitted maximal effect; on the % scale 0 is the no-effect control and ±100 the full control effect; nearly all actives have a fitted effect of over 65% in size
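Inhibition of TGF-beta-driven CAGA-GFP reporter expression in HEPG2 cells is measured by cellular GFP fluorescence after 18 h stimulation with 500 pg/mL recombinant TGF-beta in 1% FBS medium at 37 degrees C.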
A549 tox = Nrf2 qHTS screen for inhibitors: counterscreen for cytotoxicity. A549 ARE-Fluc cells, CellTiter-Fluor viability, 18-24 h. Potency, µM (doses to about 46 µM), inactives show top-dose activity change, negative = cytotoxicity, actives largely listed as inhibitors. hit rate 0.16% among 390,000; further: potency means the concentration at half of the fitted maximal effect; on the % scale 0 is the no-effect control and ±100 the full control effect
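Cytotoxicity counterscreen: CellTiter-Fluor fluorescence was measured in A549 ARE_Fluc cells after 18-24 h of compound exposure in a concentration series. The subsequent BugLite luminescent read reports ARE-luciferase activity.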
ATXN viability = Viability Counterscreen for Primary qHTS for Inhibitors of ATXN expression | AID 651635, 2014 | S2 cells (HEK-293 line with an ATXN2-luciferase reporter) viability, CellTiter-Fluor protease fluorescence, 24 h | Potency, µM (highest dose often 56.7 µM), usual class: cytotoxic | hit rate 0.49% among 400,000; further: potency means the concentration at half of the fitted maximal effect; nearly all actives have a fitted effect of over 40% in size
EPAC2 ag = qHTS for Agonist of cAMP-regulated guanine nucleotide exchange factor 4 (EPAC2): primary screen; Rap guanine nucleotide exchange factor 4 (Homo sapiens), Q8WZA2; AID 720711, 2013; EPAC2 activation, biochemical qHTS; response scale: 100% = 6.5 mM cAMP response; hit rate 0.079% among 360,000; Potency, µM (highest dose often 154 µM), for the others: top-dose activation, hits mostly activators; further: potency means the concentration at half of the fitted maximal effect; nearly all actives have a fitted effect of over 50% in size
Target sequence (Q8WZA2 whole entry, looked up): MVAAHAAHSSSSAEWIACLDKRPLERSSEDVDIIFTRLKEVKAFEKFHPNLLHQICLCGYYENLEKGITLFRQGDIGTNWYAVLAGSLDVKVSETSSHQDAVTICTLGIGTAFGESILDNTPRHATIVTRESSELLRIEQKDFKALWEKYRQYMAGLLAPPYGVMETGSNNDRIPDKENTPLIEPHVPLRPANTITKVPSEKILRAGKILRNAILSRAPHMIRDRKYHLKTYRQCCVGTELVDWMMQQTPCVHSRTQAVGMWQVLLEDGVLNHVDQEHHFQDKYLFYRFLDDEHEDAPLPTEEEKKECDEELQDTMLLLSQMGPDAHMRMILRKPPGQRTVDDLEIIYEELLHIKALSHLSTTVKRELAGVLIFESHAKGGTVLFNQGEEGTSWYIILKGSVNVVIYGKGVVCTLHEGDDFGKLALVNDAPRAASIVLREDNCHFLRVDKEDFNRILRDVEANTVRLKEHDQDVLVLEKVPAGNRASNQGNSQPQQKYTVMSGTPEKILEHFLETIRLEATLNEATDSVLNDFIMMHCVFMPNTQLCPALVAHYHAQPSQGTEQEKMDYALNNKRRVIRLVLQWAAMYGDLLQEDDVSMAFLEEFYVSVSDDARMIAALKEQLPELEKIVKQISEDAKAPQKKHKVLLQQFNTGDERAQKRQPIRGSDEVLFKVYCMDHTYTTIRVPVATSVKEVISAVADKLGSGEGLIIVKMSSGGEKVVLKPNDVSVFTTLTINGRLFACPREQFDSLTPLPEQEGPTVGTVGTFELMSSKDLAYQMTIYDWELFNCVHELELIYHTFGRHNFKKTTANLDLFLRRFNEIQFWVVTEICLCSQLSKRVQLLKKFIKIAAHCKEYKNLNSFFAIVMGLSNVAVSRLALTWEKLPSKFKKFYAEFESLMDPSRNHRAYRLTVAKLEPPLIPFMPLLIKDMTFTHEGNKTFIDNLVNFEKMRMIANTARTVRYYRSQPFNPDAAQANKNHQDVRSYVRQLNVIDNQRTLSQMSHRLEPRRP
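Compounds were added across a concentration range to EPAC2 (100 nM), RAP1B-BODIPY-GDP (250 nM) and GDP (50 uM). After 5 min at room temperature, fluorescence was recorded at 5-min intervals for 30 min.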
ATXN2 expr inh = Primary qHTS for Inhibitors of ATXN expression; Potency, µM (series often up to 57 µM), for inactives: at the top dose activity change, negative = inhibition, most hits filed as inhibitors; hit rate 0.72% among 360,000; HEK-293 ATXN2-luciferase reporter, luminescence, 24 h; AID 1745845, 2022; further: potency means the concentration at half of the fitted maximal effect; on the % scale 0 is the no-effect control and ±100 the full control effect; nearly all actives have a fitted effect of over 55% in size
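ATXN2-luciferase reporter cells (luciferase flanked by upstream and downstream ATXN2 gene portions) were treated 24 h at 37 °C with compounds at up to 57 uM. SteadyGlo luminescence gave expression; GF-AFC fluorescence gave viability.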
Nrf2 inh = Nrf2 qHTS screen for inhibitors; AID 504444, 2011; A549 ARE-Fluc reporter, luciferase luminescence, 18-24 h; Potency, µM (series often up to 46 µM), for inactives: at the top dose activity change, negative = inhibition, actives largely listed as inhibitors; hit rate 2.1% among 360,000; further: potency means the concentration at half of the fitted maximal effect; on the % scale 0 is the no-effect control and ±100 the full control effect; nearly all actives have a fitted effect of over 60% in size
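Reporter: ARE-Fluc in A549. Exposure: 18-24 h, 37 °C, 5% CO2, 5% FBS OPTI-MEM. Readouts: fluorescent cytotoxicity (CellTiter-Fluor), then luminescent Nrf2 signal after BugLite.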
HepG2 tox = qHTS for Inhibitors of TGF-b: Cytotox Counterscreen; HepG2 CAGA-GFP viability, ATP luminescence, 18 h; Potency, µM (highest dose often 46.1 µM), inactives show at the highest dose activity change, negative = cytotoxicity, most hits filed as cytotoxic; hit rate 0.76% among 410,000; AID 588856, 2011; further: potency means the concentration at half of the fitted maximal effect; some results filed as inactive show a strong effect at the top dose
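HepG2 CAGA-GFP cells (1000/well, DMEM with 1% FBS) received compound, then TGF-beta at 500 pg/mL final, and were incubated 18 hours at 37 degrees C. Viability was read by CellTiter-Glo luminescence. Media-only wells were set as complete cell-killing and DMSO as no toxicity.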
Nrf2 activator = qHTS of Nrf2 Activators. AREc32 ARE-luciferase reporter (MCF7-derived line), luminescence, 24 h. Potency, µM (highest dose often 46.1 µM), for inactives: top-dose activation, usual class: activators. hit rate 0.31% among 410,000; further: potency means the concentration at half of the fitted maximal effect; % of control where 0% means no effect; nearly all actives have a fitted effect of over 65% in size
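Quantitative high-throughput format: AREc32 reporter cells, 1000 per well, received compound by pin transfer and were incubated 24 hr at 37 deg C, 5% CO2, before Steady-Glo luminescence detection.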
The depositor's hits bear a star; i = inactive; u = inconclusive; x = not tested or not shown; & = joins results of further samples; ! = not confirmed by another sample. Unless noted, the call rests on the fitted dose curve; in most records, active means well fitted curve in the direction sought with a large enough effect; inconclusive means small, poorly fitted or top-dose-only effect, or another doubt; inactive means no such curve, though single readings can be large; an effect the other way counts as inactive or inconclusive. Only part of the results is shown; the hit share may differ from the screen's.

The opening 4 records (preview)
SMILES | IL-2 act | TGFb inhibitor | A549 tox | ATXN viability | EPAC2 ag | ATXN2 expr inh | Nrf2 inh | HepG2 tox | Nrf2 activator
Cc1cccc(Cc2c(C)nc3c(-c4ccccc4)c(C)[nH]n3c2=O)c1 | x | 2.5µM* | u | u | x | 13µM* | 5.8µM* | -31% | 0.5%
CCN(CCCCOC(=O)c1ccc(OC)c(OC)c1)C(C)Cc1ccc(OC)cc1 (stereo not drawn) | -0.2 | 11% | -2% | u | 6% | u | -2% | -28% | -0.3%
O=C(O)c1cc(=O)c2ccccc2o1 | -2.4 | -11% | 0% | i | 6% | 2%&-4% | 4% | 13% | 0.3%
CN(C)c1ccc2nc3ccc(=[N+](C)C)cc-3sc2c1 | 0.1 | 10µM* | u | 25µM*! | -2% | 7.9µM*! | 12µM* | 7.9µM*! | -2.1%

This part in full, previewed entries included:
SMILES | IL-2 act | TGFb inhibitor | A549 tox | ATXN viability | EPAC2 ag | ATXN2 expr inh | Nrf2 inh | HepG2 tox | Nrf2 activator
Cc1cccc(Cc2c(C)nc3c(-c4ccccc4)c(C)[nH]n3c2=O)c1 | x | 2.5µM* | u | u | x | 13µM* | 5.8µM* | -31% | 0.5%
CCN(CCCCOC(=O)c1ccc(OC)c(OC)c1)C(C)Cc1ccc(OC)cc1 (stereo not drawn) | -0.2 | 11% | -2% | u | 6% | u | -2% | -28% | -0.3%
O=C(O)c1cc(=O)c2ccccc2o1 | -2.4 | -11% | 0% | i | 6% | 2%&-4% | 4% | 13% | 0.3%
CN(C)c1ccc2nc3ccc(=[N+](C)C)cc-3sc2c1 | 0.1 | 10µM* | u | 25µM*! | -2% | 7.9µM*! | 12µM* | 7.9µM*! | -2.1%
CC(C)NNC(=O)c1ccncc1 | -0.3 | -3% | 1% | i | 13% | 5%&2% | -22% | -13% | -0.6%
Cc1nc2c3ccccc3nc(NNC(=O)CCC(=O)N3CCN(c4ccccc4F)CC3)n2n1 | -1.7 | -3%&-8% | 1%&-2% | i | -4% | -32% | 6%&3% | 13%&-12% | -0.6%&-0.5%
CCc1cccc(CC)c1NC(=O)CN(CC(=O)O)CC(=O)O | 1.4 | -1% | 1% | i | 1% | -5%&-1% | 3% | -3% | 0.6%
CCOC(=O)c1sc(NC(=O)c2c(-c3ccccc3)c(-c3ccccc3)nn(C)c2=O)nc1C | x | 0% | -13% | x | x | x | 0% | 6% | 4.2%
Nc1c2ccccc2nc2ccccc12 | -0.7&-0.1 | 7.9µM* | u | x | 0%&-1% | 5µM* | 21µM* | 12%&-20% | -2.0%&-2.4%
O=C(c1ccccn1)N(Cc1cccs1)C1(C(=O)NC2CCCCC2)CCCCC1 | -2.1 | 0% | -15% | i | 6% | -22% | -16% | 11% | -0.4%
CCCCCCCCCCCCCCCC(O)C(N)CO (stereo not drawn) | -0.3 | 13% | -2% | i | -7% | -7% | -6% | 0% | -1.1%

From PubChem
